High-throughput results: PubChem BioAssay, Southern Research Specialized Biocontainment Screening Center
PhoP GFP inhibition: PhoP regulon inhibitors, Salmonella typhi PhoP promoter GFP reporter, confirmatory (AID 1850); Salmonella Typhi PhoP-promoter GFP reporter, fluorescence, 4 h; higher % means a stronger effect; inhibition, % at 50 µM, or IC50 in µM where a hit was titrated; hit rate 0.33% among 310,000; in the data active means a potency from the dose series; inconclusive means inhibition mostly from about 25% at the one dose, without a potency; inactive means the rest, 99 in 100 with inhibition below about 19%;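 further: 0% = induced wells with vehicle and 100% = uninduced wells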
VEEV TC-83 Vero: inhibitors of VEEV TC-83 cytopathic effect, confirmation, Vero cells (AID 588727); Vero cells, VEEV TC-83 cytopathic effect inhibition; higher % means a stronger effect; one-dose inhibition, % at 20 µM; IC50 in µM for titrated hits; hit rate 0.13% among 350,000; in the data active means a potency from the dose series; inconclusive means inhibition mostly from about 14% at the one dose, without a potency; inactive means the rest, 99 in 100 with inhibition below about 12%; further: strong numbers were not always called active
H37Rv inhibition: M. tuberculosis growth inhibition, HTS (AID 449762). inhibition, % at 25 µM; hits with a dose series show IC50 in µM. hit rate 0.59% among 330,000. M. tuberculosis H37Rv growth inhibition, 7H9 media; higher % means a stronger effect; in the data active means a potency from the dose series; inconclusive means inhibition above about 70% without an active follow-up result;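 further: bacterial growth assessed after seven days of incubation; strong numbers were not always called active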
influenza NS1A: H1N1 influenza NS1A inhibitors, functional cell based assay (AID 504329). NS1A functional cell-based assay, percent inhibition; higher % means a stronger effect. hit rate 0.3% among 340,000. inhibition, % at 12.5 µM; hits with a dose series show IC50 in µM; in the data active means a potency from the dose series; inconclusive means inhibition above about 27% without an active follow-up result; further: strong numbers were not always called active
M. tuberculosis: growth inhibition of non-replicating M. tuberculosis (AID 488890); Mycobacterium tuberculosis non-replicating, growth inhibition; higher % means a stronger effect; inhibition, % at 25 µM, or IC50 in µM where a hit was titrated; hit rate 0.39% among 320,000; in the data active means a potency from the dose series; inconclusive means inhibition mostly from about 82% at the one dose, without a potency; inactive means the rest, 99 in 100 with inhibition below about 76%;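 further: plate controls were DMSO cells for no effect and high antibiotic wells for full effect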
VEEV TC-83 Vero 10K pilot screen: further read-out of VEEV TC-83 Vero, marked with its call; inhibition, %; measured here: 10K pilot screen inhibition
* = called active by the depositor; i = inactive; ? = inconclusive; . = not tested or not shown.

SMILES | PhoP GFP inhibition | VEEV TC-83 Vero | H37Rv inhibition | influenza NS1A | M. tuberculosis | others
COc1cccc(CN2CCN(Cc3nc(-c4cccs4)oc3C)CC2CCO)c1 (centres undefined) | -5% | 0.0% | 13% | 2% | 27%
C#CCONC(=O)c1cc(OCC(F)(F)F)ccc1OCC(F)(F)F | 4% | i | -12% | -2% | -15%
O=c1c2ccccc2nc(-c2ccco2)n1-c1cccnc1 | 2% | 0.2% | -10% | -1% | 0%
COc1ccccc1-c1nc(C(F)(F)F)c(OC)o1 | 5% | 0.5% | -1% | -4% | 2%
O=C(Nc1nccs1)c1ccc(NC(=O)c2ccco2)cc1 | 7% | 3.4% | 3% | 1% | 6%
C=CCOc1ccc2c(OC)c3ccoc3nc2c1OC | 4% | 8.2% | -6% | -1% | 11%
Cc1ccc(C(=O)NC2(C(F)(F)F)N=C3SCCN3C2=O)cc1 (centres undefined) | 4% | 0.1% | -3% | -4% | -4%
CC(=O)NC1C(=O)N=C(SCc2ccccc2)NC1=O (centres undefined) | -11% | 0.7% | -5% | -5% | -1%
CC(C)Cn1c(Cc2ccccc2)n[nH]c1=S | -13% | 1.3% | 1% | 3% | 0%
COc1ccc(CNC(=O)COc2cc3c(c4oc(=O)cc(C)c24)CCC(C)(C)O3)cc1OC | -5% | 6.3% | 5% | 2% | 31%
CCOC(=O)C1CCCN(C(=O)Cc2ccc(C)cc2)C1 (centres undefined) | -1% | i | -4% | -6% | -8%
COc1ccc(OCC(=O)Nc2cc(S(=O)(=O)N3CCCCC3)ccc2OC)cc1 | 14% | 7.0% | 8% | -7% | 3%
CC(C)(C)c1ccc(Cn2nc(CC(=O)O)c3ccccc3c2=O)cc1 | 5% | 0.1% | -4% | -4% | 7%
O=C(Cc1ccc(Br)cc1)OCC(=O)N1CCc2ccccc2C1 | -4% | 0.6% | -7% | 14% | 58%
C/C(CC(=O)Nc1ccc([N+](=O)[O-])cc1)=N/NC(=O)C1C2CCCCC21 (centres undefined) | 7% | 1.8% | -8% | 1% | 27%
O=C(NC1C2CC3CC(C2)CC1C3)C1CC1 (centres undefined) | -14% | 7.3% | -1% | -8% | -2%
COc1cccc(CN(C)C(=O)c2cccc(NC(=O)CC3SC(N4CCCCC4)=NC3=O)c2)c1OC (centres undefined) | . | 3.0% | -13% | -18% | 3%
CCn1c(=O)oc2cc(NC(=O)CCl)ccc21 | 14% | i | ? | -5% | 79%
COCCn1c(Cc2ccccc2)nnc1SCC(=O)NC1CC1 | 4% | i | 6% | 11% | 3%
CCc1nc(CN(C)C(=O)C2CCC(=O)N(Cc3cccc(F)c3)C2)no1 (centres undefined) | 3% | i | 2% | -7% | -13%
NS(=O)(=O)c1ccc(NC(=O)COc2ccc(Cl)cc2)cc1 | -26% | 0.6% | -1% | -2% | 29%
Brc1cc(Br)c2ncnc(N3CCCCC3)c2c1 | 1% | 5.3% | 3% | -10% | 14%
O=C(NC1CCN(C(=S)NCCc2ccccc2)CC1)C1CCCCC1 | 3% | 1.2% | -4% | -7% | 0%
O=C(COC(=O)CC1CC2CCC1C2)NC(=O)NCc1ccco1 (centres undefined) | 9% | 4.7% | -6% | 21% | 19% | VEEV TC-83 Vero 10K pilot screen=0.9
COc1ccccc1/C=C/C(=O)OCC(=O)N1CCCCC1 | . | 2.1% | 6% | -21% | 5%
Brc1ccc([C@H]2CN3CCSC3=N2)cc1 | -15% | 0.5% | 15% | 3% | 16%
COc1ccc(NS(=O)(=O)c2cccc(C(=O)NNC(=O)c3cccn3C)c2)cc1 | -9% | 1.7% | -10% | 2% | 0%
Clc1cccc(-c2sc(Nc3ccccc3)n[n+]2-c2ccccc2)c1Cl | 3% | 0.3% | -1% | 9% | 44%
COc1ccc(-c2n[nH]c(=S)n2-c2ccc(C)cc2)cc1 | 7% | 1.8% | -8% | -12% | 5%
CCC(=O)Nc1cccc(-c2cc3ccccc3oc2=O)c1 | -3% | i | 12% | 4% | 16%
N#Cc1ccc(-c2csc(NC(=O)c3ccc(S(=O)(=O)N4CCc5ccccc5C4)cc3)n2)cc1 | -11% | 0.8% | 2% | -8% | 1%
C/C=C/c1ccc(OCCCCN2CCC(C)CC2)c(OC)c1 | 4% | i | -7% | 2% | 40%
C=C1c2cccc(OC)c2O[C@H](C(=O)OCC)[C@@H]1CC(CC)CCCC (some centres undefined) | . | i | . | -11% | .
COc1ccc(C(=O)Nc2ccc(N3CCN(C(C)=O)CC3)cc2)cc1[N+](=O)[O-] | 1% | . | 0% | . | 1%
Cc1ccc(N(CC(=O)NC(C)(C)C)C(=O)CCC(=O)Nc2nccs2)c(C)c1 | 6% | 0.2% | -3% | 23% | -4%
Cc1cc(C)c2oc(C(=O)Nc3nnc(C(C)C)s3)cc(=O)c2c1 | -6% | 2.1% | 7% | 0% | 70%
Cc1cc(C(=O)CSc2nnc(-c3ccccc3F)o2)c(C)n1Cc1cccs1 | -1% | i | -1% | -9% | 16%
O=C(CSCc1c(Cl)cccc1Cl)Nc1nccs1 | 3% | i | 9% | -3% | 2%
CCCC(=O)Nc1ccc(-c2cnc(-c3ccc(NC(=O)CCC)cc3)nc2)cc1 | -15% | 0.8% | 3% | -9% | -4%
O=c1[nH][nH]c2c(N=Cc3ccccc3O)ccc(F)c12 | . | 0.2% | . | 42µM* | .

Sorted by number of heavy atoms (smallest number first): part of the list above.
SMILES | PhoP GFP inhibition | VEEV TC-83 Vero | H37Rv inhibition | influenza NS1A | M. tuberculosis | others
CCC(=O)Nc1cccc(-c2cc3ccccc3oc2=O)c1 | -3% | i | 12% | 4% | 16%
Clc1cccc(-c2sc(Nc3ccccc3)n[n+]2-c2ccccc2)c1Cl | 3% | 0.3% | -1% | 9% | 44%
COc1ccc(C(=O)Nc2ccc(N3CCN(C(C)=O)CC3)cc2)cc1[N+](=O)[O-] | 1% | . | 0% | . | 1%

Continuation.
SMILES | PhoP GFP inhibition | VEEV TC-83 Vero | H37Rv inhibition | influenza NS1A | M. tuberculosis | others
O=C(/C=C/c1ccccc1Cl)c1cccnc1 | 7% | 13% | -6% | 0% | ?
COc1ccc(N2CC(C(=O)NCCC3=CCCCC3)CC2=O)cc1 (centres undefined) | 11% | 4.9% | -2% | 8% | 2%
CCN(C(=O)CSc1nc2ccc(OC)cc2[nH]1)C1CCS(=O)(=O)C1 (centres undefined) | 6% | 2.6% | -6% | -5% | -15%
CCN1CCN(C(=O)c2cc3cc4cc(OC)ccc4nc3s2)CC1 | 11% | 6.5% | 8% | -5% | 20%
Cc1cc(C)c(C(=O)N(C)C2CCCN(Cc3ccccc3F)C2)o1 (centres undefined) | -12% | 0.5% | -4% | -2% | 15%
CCC(=O)N1CCC2(CC1)Oc1ccc(Cl)cc1C(=O)C21CC(c2cccnc2)=NO1 (centres undefined) | 4% | 0.2% | -7% | -1% | 14%
CCOC(=O)C1CCCc2c1[nH]c1c(C(N)=O)cccc21 (centres undefined) | -5% | 0.1% | 4.1µM* | 9% | 10µM*
CCOc1ccc2oc(C(=O)NNC(=O)c3csc(N4CCOCC4)n3)c(C)c2c1 | -3% | 1.7% | 1% | -23% | .
CN(c1ccc(C(=O)NC2CC3CCC2C3)cc1)S(C)(=O)=O (centres undefined) | 7% | 1.4% | -1% | -30% | -11%
CCCn1c(N)c(C(=O)CSc2nnc(N)s2)c(=O)[nH]c1=O | . | 8.0% | -6% | 2% | 3%
COc1ccc(S(=O)(=O)NC(CC(=O)NCC2CCCO2)c2ccco2)cc1 (centres undefined) | -4% | 1.9% | -2% | 6% | -9%
Cc1cccc(-n2c(C)cc(/C=N/NC(N)=S)c2C)c1 | 3% | i | ? | 14% | ?
COc1ccc(Cl)cc1NC(=O)c1[nH]nc(OC)c1[N+](=O)[O-] | -24% | 4.5% | 4% | -13% | 69%
CCS(=O)(=O)Nc1ccc(C2=NN(C(C)=O)C(c3cccs3)C2)cc1 (centres undefined) | -6% | 5.5% | 3% | 8% | -5%
COC(=O)C1=C(CSCc2ccco2)NC(=O)NC1c1cc(C)ccc1C (centres undefined) | 16% | 2.8% | -10% | -2% | -7%
Cc1cc(SCC(=O)N/N=C/c2ccco2)nc2ccccc12 | 1% | 1.0% | -1% | . | 10%
Cc1ccc(NC(=O)NNC(=O)c2cc3ccccc3cc2O)cc1C | -6% | ? | -8% | -12% | -27%
O=C(COC(=O)Cc1ccc(Cl)c(Cl)c1)NCc1ccco1 | 1% | 1.6% | 9% | -1% | 65%
CCN(CCO)c1ccc(-n2c(N)c(C(=O)OC)c3nc4ccccc4nc32)cc1 | -1% | 7.9% | -10% | -2% | 9%
O=C(N/N=C/c1ccc(OC(=O)c2ccco2)cc1)c1ccc[n+]([O-])c1 | -2% | i | ? | 5% | ?
Cc1ccc(C2CC(c3ccco3)n3ncnc3N2)cc1 (centres undefined) | 4% | 1.9% | -1% | -3% | 29%
CCC(=O)Nc1nc2ccccc2n1Cc1ccccc1C | 5% | i | ? | 6% | ? | VEEV TC-83 Vero 10K pilot screen=0.6
CCOc1ccc(Nc2nc3ccccc3n3nnnc23)cc1 | -5% | 3.3% | -6% | 8% | .
COc1ccc(-c2cc(=O)c3cc(C)ccc3[nH]2)cc1 | -6% | i | 1% | 6% | -1% | VEEV TC-83 Vero 10K pilot screen=0.6
COCC1CCN(Cc2nc(-c3ccc(OC)cc3)no2)CC1 | 23% | 0.9% | -3% | 1% | 11%
COc1cc(-c2[nH]ncc2CN2CCc3sccc3C2)cc(OC)c1OC | 19% | 2.0% | 3% | 0% | 25%
CC(=O)Oc1ccc(-c2csnn2)cc1 | -2% | 2.0% | 26% | -5% | 16%
O=C(N/N=C/c1ccc([N+](=O)[O-])o1)c1ccccc1-n1cccc1 | 3% | 0.4% | 24% | 5% | 65%
CCNC(=S)N/N=C/c1ccc(C(=O)O)cc1 | -7% | 1.9% | -7% | 4% | -23%
CCOc1ccc(S(=O)(=O)Nc2cccc(-c3ccc(N4CCCCCC4)nn3)c2)cc1 | 1% | 8.5% | 4% | 7% | 11%

As a short view, some entries already given:
SMILES | PhoP GFP inhibition | VEEV TC-83 Vero | H37Rv inhibition | influenza NS1A | M. tuberculosis | others
COc1ccc(S(=O)(=O)NC(CC(=O)NCC2CCCO2)c2ccco2)cc1 (centres undefined) | -4% | 1.9% | -2% | 6% | -9%
Cc1cccc(-n2c(C)cc(/C=N/NC(N)=S)c2C)c1 | 3% | i | ? | 14% | ?
COc1ccc(Cl)cc1NC(=O)c1[nH]nc(OC)c1[N+](=O)[O-] | -24% | 4.5% | 4% | -13% | 69%
CCS(=O)(=O)Nc1ccc(C2=NN(C(C)=O)C(c3cccs3)C2)cc1 (centres undefined) | -6% | 5.5% | 3% | 8% | -5%
COC(=O)C1=C(CSCc2ccco2)NC(=O)NC1c1cc(C)ccc1C (centres undefined) | 16% | 2.8% | -10% | -2% | -7%
Cc1cc(SCC(=O)N/N=C/c2ccco2)nc2ccccc12 | 1% | 1.0% | -1% | . | 10%
Cc1ccc(NC(=O)NNC(=O)c2cc3ccccc3cc2O)cc1C | -6% | ? | -8% | -12% | -27%
O=C(COC(=O)Cc1ccc(Cl)c(Cl)c1)NCc1ccco1 | 1% | 1.6% | 9% | -1% | 65%
CCN(CCO)c1ccc(-n2c(N)c(C(=O)OC)c3nc4ccccc4nc32)cc1 | -1% | 7.9% | -10% | -2% | 9%
O=C(N/N=C/c1ccc(OC(=O)c2ccco2)cc1)c1ccc[n+]([O-])c1 | -2% | i | ? | 5% | ?
Cc1ccc(C2CC(c3ccco3)n3ncnc3N2)cc1 (centres undefined) | 4% | 1.9% | -1% | -3% | 29%
CCC(=O)Nc1nc2ccccc2n1Cc1ccccc1C | 5% | i | ? | 6% | ? | VEEV TC-83 Vero 10K pilot screen=0.6
CCOc1ccc(Nc2nc3ccccc3n3nnnc23)cc1 | -5% | 3.3% | -6% | 8% | .
COc1ccc(-c2cc(=O)c3cc(C)ccc3[nH]2)cc1 | -6% | i | 1% | 6% | -1% | VEEV TC-83 Vero 10K pilot screen=0.6
COCC1CCN(Cc2nc(-c3ccc(OC)cc3)no2)CC1 | 23% | 0.9% | -3% | 1% | 11%
COc1cc(-c2[nH]ncc2CN2CCc3sccc3C2)cc(OC)c1OC | 19% | 2.0% | 3% | 0% | 25%
CC(=O)Oc1ccc(-c2csnn2)cc1 | -2% | 2.0% | 26% | -5% | 16%
O=C(N/N=C/c1ccc([N+](=O)[O-])o1)c1ccccc1-n1cccc1 | 3% | 0.4% | 24% | 5% | 65%
CCNC(=S)N/N=C/c1ccc(C(=O)O)cc1 | -7% | 1.9% | -7% | 4% | -23%
CCOc1ccc(S(=O)(=O)Nc2cccc(-c3ccc(N4CCCCCC4)nn3)c2)cc1 | 1% | 8.5% | 4% | 7% | 11%

Rows were taken by chance. About 1.5% of those tested had a hit in this group.
